DAGLB inhibitor: diacylglycerol lipase beta (human) inhibition; Q8NCG7; HEK293T DAGLB membrane lysate, EnzChek fluorogenic substrate; inhibition, % at 5.17 µM; 340,000 tested, 0.059% active; AID 504411; in the data active means inhibition above about 34%;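 further: 0% = enzyme with vehicle and 100% = wells lacking enzyme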
V-ATPase pH: regulators of yeast V-ATPase proton transport; 350,000 tested, 0.37% active; S. cerevisiae, pHLuorin cytosolic pH fluorescence; response, % at 10 µM; in the data active means response mostly above about 7.3%, no sharp cut-off; inactive means mostly below about 5.4%; further: actives read high; inactives centre near 0; some compounds called inactive have numbers as strong as hits
NSD2 HMT inh: inhibitors of human histone methyltransferase NSD2 | 310,000 tested, 0.54% active | NSD2 peptide methylation, AlphaScreen, 120 min | inhibition, % at 12.5 µM; in the data active means inhibition above about 50%
CAL PDZ FP-1: inhibitors of human CAL PDZ peptide binding; purified CAL PDZ, TMR-peptide fluorescence polarization, 1 h; inhibition, % at 20 µM; Q9HD26; AID 504414; 330,000 tested, 0.02% active;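 active means highest replicate inhibition of at least 40%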;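 further: plate controls were DMSO neutral control wells for no effect and unlabeled competitor peptide control wells for full effect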
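Material: tagged CAL PDZ protein CerCALP, purified; buffer or medium: sodium phosphate/NaCl buffer pH 7.4 with TCEP, IgG, Thesit; also added: fluorescent TMR peptide probe; schedule: 1 h incubation at room temperature before polarization reading; technique: fluorescence polarization from S- and P-plane intensities, G-factor corrected; control set: unlabelled peptide and DMSO controls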
Arr AP2 block: blocks beta-arrestin peptide binding to AP2 adaptin. FITC-arrestin peptide / GST-AP2 beads, flow cytometry; AP2 beta2 appendage carries R879A mutation. inhibition, % at 10 µM. 340,000 tested, 0.31% active;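 active means inhibition above a set limit, near 3 SD of compounds lacking own fluorescence, cut at about 54% in these data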;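 further: plate controls were DMSO wells for no effect and 5 µM unlabelled arrestin peptide for full effect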
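Material – AP2 appendage R879A on GSH beads · Buffer or medium – PBS with 0.05% Tween 20 and 0.1% BSA · Probe or stimulus – fluorescein-tagged arrestin peptide at 50 nM final · Incubation – compound with beads 12 min RT, then probe 1 h RT · Detection – high-throughput flow cytometry of beads, ex 488, em 535 nm · Evaluation – percent response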
CAL PDZ FP-2: inhibitors of human CAL PDZ peptide binding; Q9HD26; purified CAL PDZ, TMR-peptide fluorescence polarization, 1 h; inhibition, % at 24.9 µM; 300,000 tested, 0.92% active; AID 602252;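 active means mean inhibition of at least 30% with at least half of replicates also reaching 30%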;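 further: 0% = DMSO neutral control and 100% = excess unlabeled competitor peptide PRC23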
C-LANA FP: inhibitors of KSHV LANA C-terminal domain DNA binding. MBP-C-LANA/FAM-LBS DNA binding, fluorescence polarization. inhibition, % at 9 µM. 340,000 tested, 0.078% active. AID 504423;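 active means highest replicate inhibition at or above 60% at 9 µM, even if other replicates fall short; inactive means all replicates below 60% inhibition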;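 further: 0% = neutral control wells and 100% = 4 µM acridine orange control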
Keap1 Nrf2 FP: inhibitors of human Keap1-Nrf2 protein-protein interaction; 340,000 tested, 0.15% active; inhibition, % at 9.4 µM; Q14145; AID 504523; Keap1 Kelch-Nrf2 peptide fluorescence polarization, 1536-well; in the data active means inhibition above about 12%;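 further: human Keap1 Kelch domain with fluorescein labeled Nrf2 9mer peptide probe; 0% = neutral control wells and 100% = peptide positive control; higher means more block of Keap1 binding to Nrf2 peptide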
Target sequence (Q14145 whole entry, looked up, the tested form may be a part): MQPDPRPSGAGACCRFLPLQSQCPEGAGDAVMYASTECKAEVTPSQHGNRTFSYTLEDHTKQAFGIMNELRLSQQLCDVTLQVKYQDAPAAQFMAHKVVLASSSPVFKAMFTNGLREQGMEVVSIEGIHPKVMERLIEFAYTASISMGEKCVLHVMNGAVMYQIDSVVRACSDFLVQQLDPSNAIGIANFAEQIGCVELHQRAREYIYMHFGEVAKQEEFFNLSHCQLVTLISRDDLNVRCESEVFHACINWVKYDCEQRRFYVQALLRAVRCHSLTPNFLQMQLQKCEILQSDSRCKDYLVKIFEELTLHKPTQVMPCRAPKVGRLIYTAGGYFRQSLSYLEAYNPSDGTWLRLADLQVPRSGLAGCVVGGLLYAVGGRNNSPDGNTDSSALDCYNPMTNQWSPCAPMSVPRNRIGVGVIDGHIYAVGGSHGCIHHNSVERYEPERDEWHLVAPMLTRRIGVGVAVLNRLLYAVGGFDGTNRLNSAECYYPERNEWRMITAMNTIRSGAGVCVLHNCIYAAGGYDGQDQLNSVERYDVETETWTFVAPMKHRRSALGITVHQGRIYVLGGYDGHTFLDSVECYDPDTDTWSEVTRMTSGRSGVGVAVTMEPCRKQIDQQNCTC
RTF Ca sens inh: cardiac RTF calcium desensitization | P19429+P45379 | IANBD-labeled cardiac RTF, Ca2+ fluorescence | inhibition, % at 7.15 µM | 340,000 tested, 0.12% active | AID 493244;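 active means inhibition above the mean inhibition of all tested compounds plus 3 SD, cut at about 17% in these data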;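 further: assay run at fixed EC70 calcium of 1.6 mM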
Pemphigus Ab inh: blocks pemphigus antibody binding to human desmoglein-3. binding (percent of control), % at 10 µM. DSG3-coupled beads, scFv-anti-DSG3-GFP binding, flow cytometry; hits give low values. P32926. 310,000 tested, 0.48% active. AID 588358;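 active means binding more than 3 SD below its plate's average and above zero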;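 further: hits lower antibody fragment binding to DSG3; some compounds called inactive have numbers as strong as hits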
* marks the source's active call; other numbers are inactive results; nt = no result given. A portion of the library, so the mix of outcomes need not match the whole.

SMILES	DAGLB inhibitor	V-ATPase pH	NSD2 HMT inh	CAL PDZ FP-1	Arr AP2 block	CAL PDZ FP-2	C-LANA FP	Keap1 Nrf2 FP	RTF Ca sens inh	Pemphigus Ab inh
Cc1cc(=O)cc(C)n1-c1ccc(O)cc1	-1	-2	71*	-1.4	-16	5	-0.8	3	2	103
Cc1nn(C)cc1CN(C)C(=O)CCc1nnc(CCC2CCCCC2)o1	-1	1	23	-1.0	-1	nt	-1.9	0	-11	87
O=C1NC(Cc2ccccc2)C(=O)N1Cc1cc([N+](=O)[O-])cc2c1OCOC2 (stereo not given)	-1	-1	5	0.0	8	-4	0.2	0	-4	nt
COc1cccc(S(=O)(=O)NCC(=O)N2CCCC2)c1	-1	1	-1	0.6	-4	nt	-1.4	-5	-6	93
CCCC(=O)N(Cc1cc2cc(OC)ccc2[nH]c1=O)c1ccc(OC)cc1	3	-3	3	nt	nt	nt	nt	nt	nt	105
O=C1Nc2ccc([N+](=O)[O-])cc2OC1CCN1CCN(Cc2ccccc2)CC1 (stereo not given)	-3	2	5	-2.2	-13	-3	2.3	-3	4	99
C=CCn1c(SCC(=O)Nc2ccc3c(c2)OCO3)nnc1-c1cc(Br)ccc1O	2	-3	9	0.2	-7	-4	-1.1	7	-1	84
CCOC(=O)N=Nc1c2ccccc2c2nc3no[nH]c3nc12	nt	22*	nt	0.9	23	-3	0.1	-5	nt	nt
Cc1nn(-c2ccccc2)c(Cl)c1CN(C(=O)CCl)c1ccc(Cl)cc1	7	2	5	-0.4	-4	-4	-0.5	-4	-2	89
CO/N=C(\C(=O)N[C@@H]1C(=O)N2C(C(=O)O)=C(COC(N)=O)CS[C@H]12)c1ccco1	-1	-3	nt	0.1	24	3	7.1	-7	-3	97
O=S(=O)(c1ccccc1)c1nnn2c1nc(NC1CCN(Cc3ccccc3)CC1)c1ccccc12	-5	1	1	-1.8	-14	1	0.8	-1	-7	106
CN1CCN(S(=O)(=O)c2ccc(NC(=O)c3csc4ccccc34)cc2)CC1	-3	2	-1	-4.2	4	-5	-0.7	3	-7	nt
Cc1c(NC(=O)Nc2ccccc2Cl)sc(=S)n1C	-1	6	-1	-2.6	1	2	-1.0	-3	5	97
O=C(CSc1nccn1Cc1ccco1)Nc1ccccc1C(F)(F)F	0	2	0	-1.5	0	9	1.7	5	1	104
COC(=O)c1ccc(CSc2cc(C)c3cc(C)cc(C)c3n2)o1	-23	1	3	-4.8	-13	-1	4.2	0	-4	98
COc1ccc(-c2nnc(SCC(=O)N3CCCC(C)C3)o2)c(OC)c1 (stereo not given)	-1	-2	1	-1.7	31	-5	0.9	-3	14	101
Cc1ccc(NC(=O)c2cccc3c2-c2ccccc2C3=O)cc1C	-3	-1	-2	-0.9	-4	1	-1.0	-2	-3	100
Cc1cccc(OCCOCCSc2ncccn2)c1	-4	-2	24	-0.3	6	-3	0.3	-1	-14	91
Cc1onc(-c2ccccc2Cl)c1C(=O)Nc1cc(=O)n(C)c(=O)n1C	-4	-5	3	nt	1	-5	26	-1	-4	nt
CC1CCN(Cc2nnnn2CCCC(=O)NCCN2CCOCC2)CC1	1	5	-1	0.9	-12	-6	0.0	-1	1	nt
COc1ccc([N+](=O)[O-])cc1NC(=O)Nc1ccc(OC)c(OC)c1	2	3	-4	1.1	15	nt	-0.9	2	-2	106
O=c1c2ccccc2nc(CSc2nnnn2-c2ccccc2)n1-c1cccc(C(F)(F)F)c1	2	1	nt	0.6	-2	-4	-0.9	-5	2	100
CC(C)n1c(N2CCN(C(=O)N3CCCCC3)CC2)nc2ccccc21	3	-2	3	-1.6	2	-1	-0.1	-4	-12	110
C/C(=N\NS(=O)(=O)c1ccc([N+](=O)[O-])cc1)c1c[nH]c2ccccc12	3	-1	3	-2.6	16	6	2.0	-6	-4	nt
O=C(O)C1Nc2ccc(C(F)(F)F)cc2C2OCCC12 (stereo not given)	-3	-4	nt	-0.2	32	-6	1.0	-4	-8	101
COc1ccc(OCC(=O)Nc2nnc(-c3ccco3)s2)cc1	-6	2	-3	0.3	-7	-2	-0.5	-2	1	99
Cc1ccc(CNC(=O)C2CCC(CNc3c(N4CCOCC4)c(=O)c3=O)CC2)cc1 (stereo not given)	-2	-4	nt	-0.5	-2	nt	-0.2	-2	-12	100
Nc1cc(N)nc(SCC(=O)N2CCN(S(=O)(=O)c3ccccc3)CC2)n1	0	3	6	0.8	-7	-3	2.0	-3	-1	105
O=C(CCCCCCCC(=O)N1CCCCCC1)N1CCCCCC1	0	-5	0	0.0	4	nt	0.1	-1	3	96
O=C(/C=C/c1cccc([N+](=O)[O-])c1)n1cnc2ccccc21	nt	1	1	-0.6	-1	-3	-0.7	-2	nt	nt

One compound at a time, as listed above. Order of screens: DAGLB inhibitor, V-ATPase pH, NSD2 HMT inh, CAL PDZ FP-1, Arr AP2 block, CAL PDZ FP-2, C-LANA FP, Keap1 Nrf2 FP, RTF Ca sens inh, Pemphigus Ab inh
C=CCn1c(SCC(=O)Nc2ccc3c(c2)OCO3)nnc1-c1cc(Br)ccc1O reads 2, -3, 9, 0.2, -7, -4, -1.1, 7, -1, 84
CN1CCN(S(=O)(=O)c2ccc(NC(=O)c3csc4ccccc34)cc2)CC1 reads -3, 2, -1, -4.2, 4, -5, -0.7, 3, -7, nt
CO/N=C(\C(=O)N[C@@H]1C(=O)N2C(C(=O)O)=C(COC(N)=O)CS[C@H]12)c1ccco1 reads -1, -3, nt, 0.1, 24, 3, 7.1, -7, -3, 97
Cc1cc(=O)cc(C)n1-c1ccc(O)cc1 reads -1, -2, 71*, -1.4, -16, 5, -0.8, 3, 2, 103

Of the compounds above, 3 contain fluorine:
SMILES	DAGLB inhibitor	V-ATPase pH	NSD2 HMT inh	CAL PDZ FP-1	Arr AP2 block	CAL PDZ FP-2	C-LANA FP	Keap1 Nrf2 FP	RTF Ca sens inh	Pemphigus Ab inh
O=C(CSc1nccn1Cc1ccco1)Nc1ccccc1C(F)(F)F	0	2	0	-1.5	0	9	1.7	5	1	104
O=c1c2ccccc2nc(CSc2nnnn2-c2ccccc2)n1-c1cccc(C(F)(F)F)c1	2	1	nt	0.6	-2	-4	-0.9	-5	2	100
O=C(O)C1Nc2ccc(C(F)(F)F)cc2C2OCCC12 (stereo not given)	-3	-4	nt	-0.2	32	-6	1.0	-4	-8	101

Continued.
SMILES	DAGLB inhibitor	V-ATPase pH	NSD2 HMT inh	CAL PDZ FP-1	Arr AP2 block	CAL PDZ FP-2	C-LANA FP	Keap1 Nrf2 FP	RTF Ca sens inh	Pemphigus Ab inh
Cc1nnc(SCC(=O)NC2CC2)s1	1	-2	-2	-1.3	-5	2	-2.1	-2	-4	107
Cc1ccc(C(=O)Oc2ccc(/C=C3\C(=N)N4N=C(N5CCOCC5)SC4=NC3=O)cc2)cc1	2	-6	nt	-0.7	13	-6	-0.2	1	-6	105
CC(=O)Oc1ccc(-c2nc3c(C)cccc3c(=O)o2)cc1	-11	-4	-1	-0.1	-4	0	-0.8	-2	-2	96
CC(C)Oc1ccc(CCNC(=O)CC2C(=O)NCCN2C)cc1 (stereo not given)	-1	10	2	0.1	10	1	0.3	-1	-14	105
Cc1cccc(NC(=O)CN(C)S(=O)(=O)c2cccc3nsnc23)c1C	-2	-2	7	-1.3	23	-2	-0.7	-3	-17	118
CCc1cc2c(=O)n(-c3ccc(Br)cc3)cnc2s1	-3	-2	-4	-4.5	-5	-10	-1.2	-5	-6	111
CC(=O)C(Cc1cnc(Cl)s1)(Cc1cnc(Cl)s1)C(C)=O	2	-5	-1	-0.4	-10	0	0.8	1	-2	87
CCOC(=O)c1nn(-c2ccc(F)cc2)c(=O)cc1OCC(=O)Nc1cccc(C)c1	-1	-2	-2	-0.4	0	2	1.6	-2	-9	97
O=C(CSc1nnc(CNC(=O)c2ccc(F)cc2)o1)NCc1ccccc1Cl	-3	1	-6	-2.4	-3	-3	0.2	-3	-8	101
COc1ccc(C(=O)Nc2ccc(Nc3ccccc3)cc2)cc1[N+](=O)[O-]	6	-2	0	0.4	-19	5	-2.5	-5	2	110
Cc1c(NC(=O)CCC2CCCCC2)cc(C(=O)N2CCOCC2)cc1[N+](=O)[O-]	1	-1	nt	-0.6	17	1	1.3	-3	13	109
Cc1cccc(NC(=O)CSCC(=O)N(C)Cc2c(F)cccc2Cl)c1	-2	-2	0	-1.0	-4	nt	0.3	2	7	100
Cc1cc(N(C)C(=O)c2ccc3c(c2)S(=O)(=O)c2cc(Cl)ccc2C3=O)c(C(F)(F)F)o1	0	5	nt	-0.4	-1	2	-1.1	-5	5	101
Cc1ccc(NC(=S)N(CCN(C)C)C(C)c2ccco2)cc1Cl (stereo not given)	-5	1	-1	-3.0	-13	-1	-0.1	-1	-2	97
COC(=O)c1cc(S(=O)(=O)Nc2ccc(C)c(F)c2)c[nH]1	-1	-4	nt	1.0	2	1	1.4	-8	-4	104
Cc1c(OC(C(=O)O)c2ccccc2)ccc2c(-c3ccccc3)cc(=O)oc12 (stereo not given)	7	3	-2	-5.4	0	-7	-2.9	-8	-7	100
O=C(NCCCn1ccnc1)c1cc(Cl)cc(Cl)c1	1	0	3	-0.1	2	-1	-0.6	-5	-6	92
CCc1cc2cc(OC)ccc2nc1SCC(=O)Nc1cc(OC)c(OC)cc1C(=O)O	7	-2	3	-0.4	-26	-5	1.5	0	-4	101
COc1cc(N=Nc2ccccc2C(=O)O)ccc1O	7	-2	3	-0.1	-3	-1	4.4	-7	-8	91
COc1ccc(-c2nc3c([nH]2)c(=O)n(C)c(=O)n3C)c(OC)c1	0	-5	2	-2.9	0	nt	-1.1	-3	-7	100
Cc1nc2ccccc2c2c1CC(C)S2 (stereo not given)	0	-3	1	-1.7	-16	-4	-2.5	-3	-16	96
CCc1ccc(N(C(=O)c2csnn2)C(C(=O)NCc2ccccc2)c2ccco2)cc1 (stereo not given)	-4	5	2	-1.9	21	6	0.7	1	7	101
Cn1nccc1C(=O)NC(=S)Nc1cc(Cl)cc(Cl)c1	-15	0	-3	-2.1	33	0	-1.3	-1	2	96
CSc1ccc(S(=O)(=O)NCC(=O)OCC(=O)NCc2cccs2)cc1[N+](=O)[O-]	4	4	1	-1.3	-8	-1	0.0	-3	-2	103
CCCCSc1nc(C(=O)O)cc(=O)[nH]1	-1	11	-3	-1.1	-5	-1	-4.4	0	-7	99
Cc1ccc(CNC(=O)c2ccccc2NC(=O)CN2CC(C)OC(C)C2)cc1 (stereo not given)	-4	-4	-6	-0.2	26	-21	-0.2	-1	-15	nt
O=C(c1cc(F)c(F)cc1Cl)N1CCN(c2ncccn2)CC1	-3	-3	-1	0.2	43	1	-2.5	0	4	95

Assay outcomes deposited in PubChem BioAssay by several laboratories.
